EWS-Fli inh – inhibitors of EWS/Fli oncoprotein transcriptional activity; A673 NR0B1-luciferase reporter, viability-normalised; inhibition, % at 12.6 µM; 0.67% of 350,000 active;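 active = mean inhibition of at least 50% after viability correction, with every replicate also passing that limit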;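 also: firefly luciferase signal divided by Alamar Blue viability fluorescence both relative to DMSO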
PGC1a acetyl inh – PGC1a acetylation modulation, inhibitor mode | U2OS PGC1a acetylation, AlphaScreen anti-acetyl-lysine; with virally co-expressed GCN5 acetyltransferase | inhibition, % at 15.6 µM | 0.17% of 350,000 active | AID 651687;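 active = every replicate shows inhibition of at least 40%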;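 also: 0% = neutral control wells and 100% = positive control wells; some results beyond the cut were filed as inactive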
ERAP1 inh – blocks human ERAP1 aminopeptidase activity | Q9NZ08 | recombinant ERAP1, Leu-AMC fluorescence, 60 min | inhibition, % at 10.7 µM | 0.15% of 340,000 active | AID 652197;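 active = mean replicate inhibition of at least 30%, or all replicates individually reaching that 30% level; inactive = mean below 30% and not every replicate reaching it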;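 also: 0% = neutral control wells and 100% = L-leucinethiol positive control wells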
Target sequence (Q9NZ08 whole entry, looked up): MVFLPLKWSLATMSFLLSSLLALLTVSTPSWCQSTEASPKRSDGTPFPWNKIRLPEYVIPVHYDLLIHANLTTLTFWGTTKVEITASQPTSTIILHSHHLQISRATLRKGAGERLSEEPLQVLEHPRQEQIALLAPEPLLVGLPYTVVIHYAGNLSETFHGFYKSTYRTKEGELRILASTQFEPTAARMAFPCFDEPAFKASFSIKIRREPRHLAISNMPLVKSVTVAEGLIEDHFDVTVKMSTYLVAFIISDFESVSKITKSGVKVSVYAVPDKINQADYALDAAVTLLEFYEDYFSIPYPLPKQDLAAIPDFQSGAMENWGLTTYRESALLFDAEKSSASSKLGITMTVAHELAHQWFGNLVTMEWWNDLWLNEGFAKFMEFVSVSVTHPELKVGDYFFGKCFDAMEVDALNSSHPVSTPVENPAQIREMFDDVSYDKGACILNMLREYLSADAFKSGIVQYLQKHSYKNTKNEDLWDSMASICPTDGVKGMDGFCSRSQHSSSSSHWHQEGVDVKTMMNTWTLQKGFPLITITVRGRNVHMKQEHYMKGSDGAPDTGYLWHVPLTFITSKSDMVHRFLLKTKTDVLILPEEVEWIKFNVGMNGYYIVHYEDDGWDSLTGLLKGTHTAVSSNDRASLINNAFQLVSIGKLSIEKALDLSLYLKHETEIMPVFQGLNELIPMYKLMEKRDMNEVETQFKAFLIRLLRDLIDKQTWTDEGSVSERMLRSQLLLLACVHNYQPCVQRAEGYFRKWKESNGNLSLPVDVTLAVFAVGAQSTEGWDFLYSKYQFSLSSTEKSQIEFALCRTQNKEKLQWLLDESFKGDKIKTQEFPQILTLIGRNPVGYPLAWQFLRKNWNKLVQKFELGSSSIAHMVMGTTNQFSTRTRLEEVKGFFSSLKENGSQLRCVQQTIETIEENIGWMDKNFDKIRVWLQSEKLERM
LGR2 antag – Drosophila LGR2 receptor signaling inhibition; HEK293 LGR2, CRE-luciferase, bursicon-stimulated, 4 h; inhibition, % at 9.99 µM; 0.35% of 380,000 active;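 active = drop in luminescence signal, shown as inhibition above about 50% in the replicate tests, limit read from the data, passing the limit was not always enough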;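 also: agonist challenge used bursicon conditioned medium at about half maximal strength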
S100A4 inh HTS – blocks human S100A4 binding to myosin IIA peptide; inhibition, % at 10.7 µM; P26447; S100A4/TAMRA-MyoIIA peptide fluorescence polarization; 0.14% of 360,000 active;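 active = mean inhibition of at least 70% across replicates, with every replicate also reaching that level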
Target sequence (P26447 whole entry, looked up): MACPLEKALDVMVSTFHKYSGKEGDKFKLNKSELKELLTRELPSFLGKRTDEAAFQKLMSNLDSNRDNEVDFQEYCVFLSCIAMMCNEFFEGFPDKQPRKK
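Material: S100A4 monomer protein / Buffer or medium: 50 mM HEPES pH 7.2, 10 mM CaCl2, 100 mM KCl / Times: 5 min incubation before reading / Benchmarks: neutral control DMSO, positive control TFP / Reagent: labelled myosin peptide probe, 5 nM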
PAX8 inh HTS – inhibitors of PAX8 transcriptional activity in RMG-I cells; RMG-I TPO-luciferase reporter, SteadyGlo, 24 h; inhibition, % at 12.6 µM; 1.2% of 360,000 active; AID 652154;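 active = mean replicate inhibition at least 60% with every replicate also reaching 60%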;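 also: luciferase light reporting Pax8 driven TPO promoter activity; plate controls were median of neutral control wells for no effect and mitoxantrone controls for full effect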
FN deposition inh – fibronectin deposition inhibition | AH1F fibroblasts, Alexa488-fibronectin deposition fluorescence, overnight | inhibition, % at 12.6 µM | 0.086% of 350,000 active | AID 743247;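 active = mean inhibition across replicates of 30% or more, regardless of how many single replicates reach that level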;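 also: positive control wells lacked labelled fibronectin entirely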
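Assay system: AH1F fibroblasts / Quantity: 10000 cells per well / Medium: DMEM plus 2% serum, read in PBS / Reagent: labelled fibronectin 24 nM / Dosing: single dose, pinned / Times: 1 h cell attachment, overnight exposure to compound and label / Signal: fluorescence, ex 485 nm, em 525 nm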
PglD DTNB – PglD (C. jejuni) enzyme inhibition. purified PglD enzyme, DTNB colorimetric CoA detection. 0.098% of 360,000 active. inhibition, % at 12.5 µM; in the data active = inhibition above about 16%, passing the limit was not always enough; also: strong numbers were not always called active
* hit, by the source's call; / = no result given.

SMILES,EWS-Fli inh,PGC1a acetyl inh,ERAP1 inh,LGR2 antag,S100A4 inh HTS,PAX8 inh HTS,FN deposition inh,PglD DTNB
O=C(C[C@@H]1C[C@@H]2c3cc(NC(=O)C4CCC4)ccc3O[C@@H]2[C@@H](CO)O1)NCCN1CCCCC1,-5,-1,-2,1,-25,-6,-1,-2
COCC(=O)N(CCc1ccccc1)Cc1cc2cc(C)ccc2nc1Cl,-3,-3,0,1,-22,-1,-1,11
Cn1c(=O)c2c(nc(NCc3ccccc3)n2C)n(C)c1=O,/,0,/,/,/,-7,7,-7
COc1ccc(-c2nc3c(c(=O)c4ccccc4n3C)c(=O)n2Cc2ccccc2)cc1,33,/,8,/,-11,0,3,/
CCCC(=O)NCCc1nc2cc([N+](=O)[O-])ccc2n1C,6,/,8,6,-17,-11,-7,/
Cc1cc(C)nc(NC(=O)Nc2ccc(F)cc2F)n1,/,/,3,-39,10,/,2,-1
COc1cc(CCC(C)=O)ccc1OC(=O)c1c(-c2c(F)cccc2Cl)noc1C,15,/,-1,4,-7,21,-3,/
CN(C)c1nc(SCC(=O)Nc2ccc(Cl)c(Cl)c2)nc(N2CCOCC2)n1,12,/,-3,0,0,-3,5,5
COCC(=O)Nc1ccc2c(c1)C(=O)N(C)[C@@H]1CC[C@H](CC(=O)NCCc3ccncc3)O[C@@H]1CO2,10,-5,2,-3,-23,14,-17,0
Cc1nn(-c2ccccc2)c2[nH]c(=O)cc(C(F)(F)F)c12,6,-3,-4,-2,2,-1,2,2
Cc1ccc(N(CC(=O)NC2CCCC2)C(=O)CCC(=O)Nc2ccccn2)cc1C,-1,/,-5,-13,3,7,2,2
COc1c(O)ccc(/C=N\NC(=O)c2ccc3c(c2)OCO3)c1[N+](=O)[O-],-37,-1,1,-48,-1,-22,-2,6
Cc1cc(O)c(C(C)C)cc1N=Cc1ccc([N+](=O)[O-])cc1,1,12,-5,-13,-8,-12,-5,/
O=C(O)c1cc(-c2ccc(Cl)cc2)n(-c2ccc(F)cc2)n1,-5,/,-2,4,-6,-33,0,5
COc1ccc(C(CNC(=O)COc2ccc(Cl)c(C)c2)N2CCCCC2)cc1 (centres undefined),3,10,-3,3,-12,2,-4,4
CCOC(=O)N1CCN(C(=O)CN(c2cccc(OC)c2)S(C)(=O)=O)CC1,/,3,/,/,/,15,7,-2
Cc1c(C(=O)NCC2CCCO2)sc2nc(-c3ccc(F)cc3)cn12 (centres undefined),-23,-36,2,-32,4,-46,10,-2
O=C(Nc1ccc(Cl)cc1)N1C[C@H]2[C@@H](c3ccccc31)[C@@H](CO)N2CC1CCCC1,-7,-6,1,-5,13,5,-6,4
O=C(O)Cc1ccc(N2N=C(c3ccccc3)CC2=O)cc1,2,2,4,-13,6,-14,-3,-4
OCCC1CN(Cc2cccn2-c2ccccn2)CCN1Cc1ccccc1 (centres undefined),1,-32,/,3,3,4,0,/
CNC[C@@H]1OCCCC[C@H](C)Oc2ccc(NC(=O)NC3CCCCC3)cc2C(=O)N([C@H](C)CO)C[C@@H]1C,-1,-4,/,-10,/,-4,/,/
Cc1ccc2cc(F)ccc2n1,-4,/,0,11,-8,21,3,/
OC[C@@H]1[C@H](c2ccc(C#CC3(O)CCCC3)cc2)[C@H]2CN(Cc3cccnc3)CCCCN12,2,3,-1,18,-6,-17,/,-4
CCC(=O)N1CCCc2cc(S(=O)(=O)NCc3cccs3)ccc21,/,-39,/,/,/,-6,12,-4
COc1ccccc1CN1CC(C(=O)NCCN2CCOC2=O)CCC1=O (centres undefined),-4,6,1,8,-2,-54,-9,-5
CNS(=O)(=O)c1c(C)cc(C)c(N(C)S(=O)(=O)c2ccccc2)c1C,-4,-13,3,/,1,3,1,/
COc1ccc(/C=N/n2c(-c3cc(C)[nH]n3)n[nH]c2=S)cc1,13,/,4,-8,4,-16,2,/
O=C(O)c1ccc(N/N=C/c2ccc(OC(=O)c3ccccc3Cl)cc2)cc1,-54,/,/,58*,/,28,5,/
CC(C)C(=O)Nc1c2c(nn1-c1ccccc1)CSC2,/,-1,-2,0,-1,-15,4,0
Cc1ccc(SCn2nnc3ccccc3c2=O)c(C)c1,-75,9,3,-84,1,-179,9,/
C[C@@H]1CN([C@H](C)CO)C(=O)Cc2cc(NC(=O)Cn3cnnn3)ccc2O[C@@H]1CN(C)Cc1ccc(C(=O)Nc2ccccc2N)cc1,-11,1,1,0,2,16,/,/
c1cnc2ncc3sccc3c2c1,-3,/,-1,-14,32,13,5,/
COc1ccc(NC(=O)C(C)Oc2ccc(/C(C)=N\O)cc2)cc1 (centres undefined),/,-10,/,/,/,2,-2,7
N#C[C@H]1N[C@@H](CO)[C@H]1c1ccc(C#CC2CCCC2)cc1,-5,-8,4,-2,0,-22,-7,2
CC(C)(C)OC(=O)N[C@H]1C=C[C@@H](OC(=O)CC(=O)OCC(F)(F)F)C1,-1,-4,0,15,-19,-5,11,-4
COc1ccc(NC(=O)CSc2ccc3nnc(-c4ccccn4)n3n2)c(OC)c1,/,4,7,11,-23,8,-2,-1
O=S(=O)(c1cc(F)ccc1F)N1CCC2(CC1)OCCN2S(=O)(=O)c1cccs1,6,/,0,-18,10,3,0,/
CC(C)c1cn(CC[C@@H]2CC[C@@H](NC(=O)C3CCOCC3)[C@H](CO)O2)nn1,/,4,1,3,5,-9,/,/
Cc1cccc(NC(=O)Nc2c(C)n(C)n(-c3ccccc3)c2=O)c1C,-1,/,2,-5,3,0,/,-1
CC(C)(O)C(=O)NNC(=S)Nc1ccc(F)c(Cl)c1,-1,-5,1,24,-4,8,/,/
Cc1nc2sccc2c(=O)n1N,0,/,3,-3,-2,-20,5,/
O=C(CCNS(=O)(=O)c1ccc(F)c(F)c1)NCCN1CCOCC1,-3,2,0,-6,2,0,3,2
CCCNC(=O)N(C)C[C@@H]1Oc2ncc(C#CC3(O)CCCC3)cc2C(=O)N([C@@H](C)CO)C[C@@H]1C,1,8,0,9,7,-6,/,-1
O=C(C1CCCCC1)N1CCc2[nH]c3ccc(F)cc3c2C1,-2,/,-2,-8,-3,-19,0,/
O=S(=O)(NCc1ccccc1)c1cccc2nsnc12,-4,2,-1,14,3,13,-7,-2
O=C(Nc1cccc(NC(=S)NC(=O)c2cccs2)c1)c1ccccc1,/,5,/,-18,/,-7,2,0
Cc1nc2ncnn2c(C)c1CCC(=O)N1CC(C)CC(C)C1 (centres undefined),/,1,/,/,/,-9,3,4
C[C@H](CO)N1C[C@H](C)[C@@H](CN(C)C(=O)c2cccnc2)Oc2ncc(-c3ccc(F)cc3)cc2C1=O,-17,1,6,-16,11,13,/,1
C[C@@H]1CN([C@@H](C)CO)C(=O)c2cc(NS(=O)(=O)c3ccc(F)cc3)ccc2O[C@@H](C)CCCCO[C@@H]1CN(C)C,-6,1,-2,5,-2,-6,1,-2
Cc1ccc(NC(=O)c2ccc(-n3cccn3)nc2)cc1,-26,-1,6,-35,-5,12,14,/
CC(=O)Nc1cc2c(ccc3ccccc32)oc1=O,-25,8,5,16,-4,-14,6,/
COc1ccc2c3c(n(C)c2c1)[C@@H](CO)N(Cc1ccccc1OC)CC31CN(CC2CC2)C1,-7,/,0,0,-2,/,/,/
C=CCCC(=O)Nc1nc(C)c(-c2csc(Nc3ccc(Cl)cc3)n2)s1,0,/,-1,15,3,15,-5,-4
CC1CCCCC1NCC#CCOc1ccc(Cl)cc1 (centres undefined),10,/,3,/,18,-4,0,0
O=C(C[C@@H]1CC[C@H](NS(=O)(=O)c2ccccc2)[C@@H](CO)O1)NCCN1CCCCC1,5,18,-2,14,11,-6,/,1
COc1cccc(OC)c1C(=O)NC(=S)NCc1cccnc1,/,3,4,-13,-1,/,3,-6

Next section
SMILES,EWS-Fli inh,PGC1a acetyl inh,ERAP1 inh,LGR2 antag,S100A4 inh HTS,PAX8 inh HTS,FN deposition inh,PglD DTNB
CN(c1ccccc1)S(=O)(=O)c1ccc(NC(=O)c2ccc(-c3ccccc3)cc2)cc1,7,-14,-1,19,2,/,/,-6
Cc1oc(-c2cccs2)nc1CN1CCC(CO)(CCOc2ccccc2)CC1,14,/,-3,3,3,9,0,/
CC=Cc1ccc2n(c1=O)C[C@@H]1[C@@H](CO)[C@H](C(=O)Nc3ccc(-c4ccccc4)cc3)[C@H]2N1C (mixture of isomers),-4,-24,2,1,4,21,/,0
CN(C)C(=O)[C@H]1[C@H](CO)[C@H]2Cn3c(ccc(/C=C/c4ccccc4)c3=O)[C@H]2N1CC1CC1,-7,-4,2,-3,-6,7,/,/
COc1cc(OC)cc(OC(=O)C2CCN(C3=NS(=O)(=O)c4ccccc43)CC2)c1,8,3,2,10,-2,-8,10,3
COc1ccc(-c2noc(-c3ccccc3Cl)n2)cc1OC,-97,-10,8,-72,-3,/,/,1
COc1ccc(N=CC2=C(O)CC(C)(C)CC2=O)cc1OC,10,/,/,17,0,-11,-1,/
CCOc1cc2oc(=O)c3c(c2cc1Cl)CCC3,/,3,/,/,-12,/,-10,5

Individual results from the results shown:
Entry for CC=Cc1ccc2n(c1=O)C[C@@H]1[C@@H](CO)[C@H](C(=O)Nc3ccc(-c4ccccc4)cc3)[C@H]2N1C (mixture of isomers) in ERAP1 inh: 2
Entry for Cc1cccc(NC(=O)Nc2c(C)n(C)n(-c3ccccc3)c2=O)c1C in S100A4 inh HTS: 3
Entry for COc1ccc(N=CC2=C(O)CC(C)(C)CC2=O)cc1OC in LGR2 antag: 17

The list goes on.
SMILES,EWS-Fli inh,PGC1a acetyl inh,ERAP1 inh,LGR2 antag,S100A4 inh HTS,PAX8 inh HTS,FN deposition inh,PglD DTNB
O=C(NCc1ccco1)C1CCCN(S(=O)(=O)c2cccc3cccnc23)C1 (centres undefined),-2,-2,/,28,-2,4,-2,1
O=S(=O)(NC1C2CC3CC(C2)CC1C3)c1ccc(F)cc1 (centres undefined),8,/,0,13,-1,-2,10,4
O=C(CC1C[C@H](C(=O)N2CCOCC2)[C@@]2(CCC3CCCC3)c3[nH]c4ccccc4c3CCN2C1=O)NCCN1CCOCC1 (some centres undefined),-19,-8,/,-5,12,1,/,7
CNC[C@@H]1Oc2c(NS(C)(=O)=O)cccc2C(=O)N([C@H](C)CO)C[C@H]1C,1,-30,1,0,12,-23,/,-1
CCC(=O)Nc1ccc2c(c1)C(=O)N(C)[C@@H]1CC[C@H](CC(=O)NCc3ccccc3Cl)O[C@H]1CO2,2,3,-5,-10,-17,-11,-4,0
Cn1cnc(CCNC(=O)C[C@H]2CC[C@H]3[C@@H](COC[C@@H](O)CN3C(=O)Nc3ccc(Cl)cc3)O2)c1,-61,3,-2,-35,1,-55,0,-1
CC(=O)N(C)C[C@@H]1Oc2cc(C#CC3(O)CCCC3)ccc2S(=O)(=O)N([C@@H](C)CO)C[C@@H]1C,-8,8,-2,-2,-21,/,-11,2
CC(=O)Nc1ccc2c(c1)C(=O)N(C)[C@H]1CC[C@H](CC(=O)NCc3ccccc3Cl)O[C@@H]1CO2,-2,2,0,10,-1,11,-3,-6
C/C(=N\NC(=O)c1ccc2ccccc2c1)c1cccs1,-50,6,-2,-45,8,-176,2,0
COc1ccc(-c2cc(C(=O)N3CCC3)c3ccccc3n2)cc1OC,2,/,7,0,6,-3,-3,0
CCOc1cc(NC(=S)NCCOC)c(OCC)cc1NC(=O)c1ccco1,9,/,3,-22,6,3,/,6
CCOC(=O)c1ccc(NC(=O)Nc2ccc(Cl)cn2)cc1,-18,/,1,0,-17,6,1,/

Source: PubChem (Broad Institute)
